PLAP inhibitors HTS: PLAP enzyme inhibitors, biochemical, luminescence, HTS (AID 690). 96,000 compounds, 0.08% hits. purified PLAP, luminescent substrate; higher % means a stronger effect. inhibition, % at 20 µM; hits with a dose series show IC50 in µM; in the data active means a potency from the dose series; inactive means the rest, 99 in 100 with inhibition below about 30%; further: strong numbers were not always called active
MRP resist rev: compounds reversing MRP-mediated drug resistance. H69AR cells + 2 uM doxorubicin, CellTiter-Glo, 72 h. differential viability (reversal), % at 10 µM. 85,000 compounds, 0.04% hits. AID 602;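 active means viability drop by adding the cancer drug above about 55%, with treated viability meeting a 40% cutoff, limit read from the data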;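 further: viability without doxorubicin minus viability with 2 µM doxorubicin for each compound; larger differential means the compound sensitizes cells more to doxorubicin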
NFkB transloc pot: enhances IL-1B driven NFkB nuclear translocation. HUVEC IL-1B NFkB p65 nuclear translocation imaging. activation, % at 2 µM. 94,000 compounds, 0.3% hits. AID 819;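 active means activation above 40%, about the mean plus 3 SD, also judged a hit on visual image review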;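 further: percent activation is computed from the nuclear over cytoplasmic p65 intensity ratio; values of inactives mirror those of a sister screen read the other way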
NFkB transloc inh: blocks IL-1B driven NFkB nuclear translocation in HUVEC cells; HUVEC IL-1B NFkB p65 nuclear translocation imaging; inhibition, % at 2 µM; 94,000 compounds, 0.43% hits; AID 796;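 active means inhibition above about 30% together with a positive call from visual inspection of the well image, limit read from the data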;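 further: nuclear over cytoplasmic p65 intensity ratio measured by imaging; 0% = IL-1B stimulated DMSO wells and 100% = unstimulated DMSO wells; values of inactives mirror those of a sister screen read the other way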
Bcl-B TR3 displacers: displacers of TR3 peptide from Bcl-B, primary screen, selectivity assay for Bfl-1 inhibitor project, biochemical, fluorescence polarization. FP displacement of FITC-TR3 peptide from Bcl-B; higher % means a stronger effect. displacement, % at 20 µM; hits with a dose series show IC50 in µM. 96,000 compounds, 0.11% hits. AID 748;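 active means displacement above 50% at 20 µM plus a fluorescence interference ratio under 1.5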;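 further: plate controls were wells without compound for no effect and wells lacking Bcl-B protein for full effect; a part of the inactive calls stands beside numbers as strong as those of hits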
MRP resist rev cytotoxicity: also measured in MRP resist rev; calls as there; viability, %; H69AR cells, CellTiter-Glo, 72 h; measured here: cytotoxicity without doxorubicin
MRP resist rev with doxorubicin: recorded beside MRP resist rev, whose call it bears; viability, %; measured here: viability with 2 uM doxorubicin; stronger effect = lower value
NFkB transloc inh cell count 2 µM: second read-out of NFkB transloc inh, no call of its own (marks repeat the call); cell count; measured here: cells passing quality filter;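 raw number of nuclei counted in each imaged well without normalization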
NFkB transloc pot cell count 2 µM: further read-out of NFkB transloc pot, marked with its call; cell count; measured here: cells passing quality filter
* marks the source's active call; other numbers are inactive results; . = not tested or not shown.

SMILES	PLAP inhibitors HTS	MRP resist rev	MRP resist rev cytotoxicity	MRP resist rev with doxorubicin	NFkB transloc pot	NFkB transloc pot cell count 2 µM	NFkB transloc inh	NFkB transloc inh cell count 2 µM	Bcl-B TR3 displacers
Cc1cc(C)nc(Nc2ccccc2Br)n1	7%	11	99	88	-2	213	2	213	-1%
CCOc1cc(C(=O)N(C)Cc2cc3ccccc3[nH]c2=O)cc(OCC)c1OCC	-25%	-4	77	81	9	146	-9	146	-2%
CCCc1[nH]nc2c1C(c1cc(OC)cc(OC)c1)C(C#N)=C(N)O2 (configuration not stated)	-45%	-21	72	92	-8	55	8	55	0%
O=C(O)C1CCN(c2c([N+](=O)[O-])cc(C(F)(F)F)cc2[N+](=O)[O-])CC1	-6%	.	.	.	14	170	-14	170	-4%
CCOc1ccc(C2c3c(oc4ccccc4c3=O)C(=O)N2c2ccc(C)cn2)cc1OC (configuration not stated)	-46%	-6	55	62	.	.	.	.	1%
COc1ccc(C(=O)OCC(=O)Nc2ccc(F)c(F)c2F)cc1OC	10%	12	101	89	-2	162	2	162	-11%
COC(=O)c1ccc(-n2c(C)ccc2-c2ccccc2)cc1	-27%	.	.	.	18	135	-18	135	-6%
O=C(N/N=C/C=C/c1ccccc1)C1CC1(c1ccccc1)c1ccccc1 (configuration not stated)	-6%	11	98	87	5	100	-4	100	-5%
CCCC1=C(C(=O)OCC)C(c2ccc(N(C)C)cc2)n2ncnc2N1 (configuration not stated)	-20%	-2	74	76	28	116	-28	116	-4%
O=C(O)C1CC=CCC1C(=O)Nc1cc(Cl)ccc1Cl (configuration not stated)	.	7	93	86	11	117	-11	117	.
CCOC(=O)c1ccccc1NC(=O)CN1C(=O)c2ccccc2S1(=O)=O	-3%	11	86	75	-8	188	8	188	-11%
Cc1ccc(C(=O)c2cc3ccccc3o2)cc1	13%	-7	84	91	2	129	-2	129	-7%
Cc1ccccc1-c1nc(CS(=O)CC(=O)NCCN2CCOCC2)c(C)o1 (configuration not stated)	-41%	-3	93	96	19	185	-19	185	-5%
COC(=O)CCC(=O)c1oc2ccccc2c1N	14%	12	101	89	13	144	-13	144	-6%
CC1=NCCN1S(=O)(=O)c1cc(Cl)ccc1Cl	1%	2	87	85	8	67	-8	67	0%
CC1CN(Cc2cc(=O)[nH]c(C(C)C)n2)CC(C)O1 (configuration not stated)	6%	.	.	.	5	131	-5	131	3%
CCOCc1cnc(C)nc1NCC(=O)c1c(C)[nH]c2ccc(OC)cc12	-9%	-1	78	80	28	67	-28	67	-7%
Cc1ccc(NC(=O)C2CCN(S(=O)(=O)c3cccc4nonc34)CC2)nc1	16%	2	86	85	7	104	-7	104	-11%
O=C1C(Nc2cccc(O)c2)=C(N2CCCCC2)C(=O)c2ccccc21	9%	.	.	.	-12	120	12	120	6%
Fc1ccccc1Cc1nnc2n1N=C(c1ccc(Cl)cc1)CS2	0%	4	94	90	33	183	-33	183	-22%
CC(C)CCn1cnc2c(cnn2-c2ccc(F)cc2)c1=O	5%	.	.	.	-8	111	8	111	2%
Cc1cc(C)n2ncc(C(=O)Nc3ccc4c(c3)OCO4)c2n1	20%	5	93	88	4	125	-4	125	6%
Cn1c(C(=O)NCCCN2CCOCC2)cc2c(=O)n(C)c3ccccc3c21	-76%	33	106	74	-9	168	9	168	14%
CCOC(=O)C(NCc1ccccc1OC)(NC(C)=O)C(F)(F)F (configuration not stated)	-11%	-4	100	104	-5	170	4	170	7%
CCCCN(CC)Cc1ccc(CNC(=O)Nc2ccccc2)o1	24%	-7	95	102	11	179	-11	179	-6%

Later entries:
SMILES	PLAP inhibitors HTS	MRP resist rev	MRP resist rev cytotoxicity	MRP resist rev with doxorubicin	NFkB transloc pot	NFkB transloc pot cell count 2 µM	NFkB transloc inh	NFkB transloc inh cell count 2 µM	Bcl-B TR3 displacers
COc1ccc(N(CC(=O)Nc2cccc(C)c2)S(=O)(=O)c2c(C)n[nH]c2C)cc1	-90%	6	99	94	1	130	-1	130	1%
COC(=O)c1ccc(CSc2nnc(Nc3ccc(C)cc3)s2)o1	7%	.	.	.	5	139	-5	139	-4%
O=C(c1ccco1)[C@@H]1[C@@H]2C(=O)N(c3ccccc3)C(=O)[C@@H]2C2c3ccccc3C=CN21 (some centres not stated)	-28%	.	.	.	8	103	-8	103	24%
CC(=O)N1CCN(CCN=CC2=C(O)CC(C)(C)CC2=O)CC1	-13%	4	101	97	10	102	-10	102	-5%
O=C(Nc1ccccc1)c1cccnc1N1CCCC1	8%	2	98	96	-6	114	6	114	-3%
CCOC(=O)N1CCC(NC(=O)C(CC(C)C)NC(=O)C2CCC(C)CC2)CC1 (configuration not stated)	-64%	24	107	83	23	187	-23	187	12%
COc1ccc2c(c1OC)C(=O)OC2Nc1nc(-c2ccccc2)cs1 (configuration not stated)	0%	.	.	.	-22	128	22	128	0%
Cc1ccc(C)c(S(=O)(=O)NCc2cccnc2)c1	.	-2	81	82	21	127	-21	127	.
COc1cccc(NC(=O)c2oc3ccccc3c2NC(=O)C(C)(C)C)c1	-63%	-2	76	78	-2	82	2	82	3%
Cc1noc(/C=C/c2ccco2)c1S(=O)(=O)N1CCC(C(=O)N2CCc3ccccc32)CC1	-41%	-7	81	88	-10	131	10	131	-81%
N/C(=N\N=C\c1ccnc2ccccc12)SC1CC(=O)N(c2ccc(Br)cc2)C1=O (configuration not stated)	-47%	.	.	.	10	106	-10	106	-1%
N#Cc1cc(C#N)c(N2CCN(c3cccc(Cl)n3)CC2)nc1N	26%	.	.	.	17	167	-17	167	-5%
CCCc1nc(SCC(=O)N2CCc3ccccc3C2)c2ccccc2n1	-38%	.	.	.	-6	150	3	129	-7%
CCn1c2ccccc2c2cc(NC(=O)COC(=O)Cc3cn4ccsc4n3)ccc21	-57%	-40	61	101	20	93	-20	93	-2%
COc1ccc(N2CCN(C(=O)CSc3nnc(-c4cccnc4)n3-c3ccc(F)cc3)CC2)cc1	.	-3	82	85	5	99	-5	99	.
O=C(N/N=C/c1cn(-c2ccccc2)nc1-c1ccccc1)c1ccco1	1%	.	.	.	.	.	.	.	5%
CCCCCOC(=O)Cc1c(O)c2ccccc2[nH]c1=O	6%	-1	102	103	9	131	-9	131	-6%
CN1CCN(CC(=O)N(Cc2c(C#N)c3ccccc3n2C)c2ccccc2)CC1	-69%	6	93	87	4	109	-4	109	11%
CN1C(=S)SC(N(O)C(=O)Nc2ccccc2)C1(C)C (configuration not stated)	-3%	10	96	86	-3	121	3	121	-6%
Cc1oc(C(=O)O)cc1CSc1nnc(-c2ccccc2)n1C	-1%	-8	88	96	5	133	-4	133	12%
Cc1ccc(-n2c(=O)[nH]c3c(C(N)=O)nc(CC(C)C)nc32)cc1	-26%	-35	56	91	20	115	-20	115	4%
CSc1cccc(NC(=O)C2CCCN2S(=O)(=O)c2ccc(Br)s2)c1 (configuration not stated)	-10%	-16	51	66	19	170	-19	170	-15%
N#Cc1nc(-c2ccc(OCc3ccc(Cl)cc3)cc2)oc1N1CCOCC1	-2%	-12	68	80	8	152	-8	152	3%
Cc1cc(NC(=O)Cn2cnc3sc(C)c(-c4ccccc4)c3c2=O)no1	.	-8	68	76	17	119	-17	119	.
O=C(CCC(=O)c1ccc(Br)cc1)Nc1cccc(C(F)(F)F)c1	26%	.	.	.	-3	130	3	130	-3%

Next compounds
SMILES	PLAP inhibitors HTS	MRP resist rev	MRP resist rev cytotoxicity	MRP resist rev with doxorubicin	NFkB transloc pot	NFkB transloc pot cell count 2 µM	NFkB transloc inh	NFkB transloc inh cell count 2 µM	Bcl-B TR3 displacers
Cn1c(=O)c2c(nc(Cl)n2Cc2ccc(Cl)c(Cl)c2)n(C)c1=O	11%	9	73	64	-1	180	1	180	5%
Cc1cnc(NC(=O)C(C)N2C(=O)C3CC=CCC3C2=O)s1 (configuration not stated)	-8%	9	100	92	-2	136	2	136	-5%
C=CCOc1ccc(C2C(C#N)=C(N)N(Nc3ccccc3)C3=C2C(=O)CC(C)(C)C3)cc1OC (configuration not stated)	-11%	.	.	.	8	149	-8	149	-7%
O=c1[nH]cnc2cc(Cl)ccc12	-20%	0	91	91	11	123	-11	123	22%
COCCOC(=O)c1cc(C(=O)c2cc(F)ccc2O)coc1=N	.	5	85	80	-5	104	5	104	.
O=C1CCCCC1Sc1nnc(Cc2cccs2)n1CCc1ccccc1 (configuration not stated)	-38%	-8	65	73	.	.	.	.	-151%
O=C(/C=C/c1c(Cl)cccc1Cl)N1CCN(c2ncccn2)CC1	-18%	.	.	.	-13	153	13	153	1%
Cc1ccc(NC(=O)CCN2CCN(C/C=C/c3ccccc3)CC2)cc1	-63%	4	98	94	4	112	-4	112	-118%
O=C(NC(C(=O)c1ccccc1)N1CCCCC1)c1ccccc1 (configuration not stated)	-9%	.	.	.	.	.	.	.	-11%
CN1C(=O)C(O)(C2COC(C)(C)CC2=O)c2cc(Br)ccc21 (configuration not stated)	19%	-9	100	109	7	153	-7	153	-8%
COC(=O)Nc1ccc(S(=O)(=O)n2cnc3ccccc32)cc1	18%	9	95	86	-2	171	2	171	-8%
COc1ccc(-c2nc(SCC(=O)N3CCOCC3)n[nH]2)cc1	-1%	2	99	97	28	137	-28	137	-6%
COC(=O)C1CCN(S(=O)(=O)c2c(C)n(C)c(=O)n(C)c2=O)CC1	-14%	14	105	90	11	68	-11	68	0%
O=C(Cc1ccccc1)CC1(O)C(=O)Nc2ccccc21 (configuration not stated)	-9%	-2	89	91	-2	154	2	154	-3%
COc1cccc(C(=O)Nc2ccc(S(=O)(=O)NCc3ccco3)cc2)c1	-3%	0	95	95	.	.	.	.	20%
Cc1[nH]c(=O)[nH]c1C(=O)CCCCC(=O)OCC(=O)Nc1ccccn1	-2%	10	96	86	2	79	-2	79	2%
Cc1cc(OCCCC(=O)N2CCCCC2)cc(C)c1Cl	-65%	11	86	75	-4	126	4	126	-14%
Cc1cc(C(=O)OC(C)C(=O)Nc2cccc(S(=O)(=O)N3CCOCC3)c2)c(C)o1 (configuration not stated)	-68%	1	102	100	14	54	-14	54	-4%
Cc1nc2c(C#N)c(C)[nH]n2c(=O)c1Cc1ccccc1	-24%	-13	90	103	-14	133	14	133	-5%
CCOc1ccc2cc(C#N)c(SCC(=O)N3CCC(C)CC3)nc2c1	25%	-12	23	35	-1	133	1	133	-35%
O=c1c(Cc2ccccc2O)c(O)nc2n1CCCS2	8%	3	97	94	.	.	.	.	4%
CCN1C(=O)c2cccc3c(NC(=O)c4cccc(N5C(=O)CCC5=O)c4)ccc1c23	-24%	10	79	69	1	111	-1	111	-28%
CCOC(=O)N1CCN(C(=O)c2ccc3c(=O)n(CCc4ccccc4)c(=S)[nH]c3c2)CC1	-41%	0	10	10	18	115	-18	115	-4%
CC(C)OCCCN1CN(S(=O)(=O)c2cccc(Cl)c2)c2nc3ccccc3nc21	-16%	14	84	69	6	126	-6	126	-5%
O=C(NCc1ccco1)NCC(F)(F)F	1%	3	95	92	-11	160	12	160	-8%

Source: PubChem (several laboratories)

Only part of the results is shown; the hit share may differ from the screen's.
